Efflux pump mplx: antifungal efflux pump inhibition, Nile Red retention. inhibition, % at 10 µM. 330,000 tested, 0.44% active. AID 485275. S. cerevisiae Candida pump triplex;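 active = plate passing quality check with inhibition over a set limit, or well fluorescence over plate mean plus 4 SD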;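 also: Nile Red retained in pooled yeast measured as flow cytometry median fluorescence; 0% = buffer negative control and 100% = Enniatin B positive control; higher means more Nile Red kept so more efflux inhibition; some compounds called inactive have numbers as strong as hits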
ZTA counter: ZTA (EBV) inhibition in EBNA-1 counter-screen; 320,000 tested, 0.15% active; ZTA-DNA binding, fluorescence polarization; P03206; inhibition, % at 11 µM; in the data active = inhibition above about 33%
Fam108B counter: counter-screen for RBBP9 inhibitors: inhibitors of mouse Fam108B | 300,000 tested, 0.33% active | inhibition, % at 9.51 µM | recombinant Fam108B, FP-Rh probe fluorescence polarization;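 active = inhibition above the screen mean inhibition plus 3 SD, computed separately per campaign, cut at about 18% in these data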;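 also: inhibitors lower polarization as less probe binds the enzyme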
MCL1-BIM inh: MCL1-BIM-BH3 interaction inhibition (human); GST-MCL1 / FITC-Bim-BH3 fluorescence polarization; 320,000 tested, 0.68% active; inhibition, % at 10.9 µM; Q07820; AID 2057;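 active = inhibition above the mean inhibition of all tested compounds plus 3 SD, set per campaign, cut at about 40% in these data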;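 also: 0% = DMSO wells and 100% = unlabeled Bim-BH3 peptide control; higher means more loss of mP so more displacement of Bim peptide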
Target sequence (Q07820 whole entry, looked up): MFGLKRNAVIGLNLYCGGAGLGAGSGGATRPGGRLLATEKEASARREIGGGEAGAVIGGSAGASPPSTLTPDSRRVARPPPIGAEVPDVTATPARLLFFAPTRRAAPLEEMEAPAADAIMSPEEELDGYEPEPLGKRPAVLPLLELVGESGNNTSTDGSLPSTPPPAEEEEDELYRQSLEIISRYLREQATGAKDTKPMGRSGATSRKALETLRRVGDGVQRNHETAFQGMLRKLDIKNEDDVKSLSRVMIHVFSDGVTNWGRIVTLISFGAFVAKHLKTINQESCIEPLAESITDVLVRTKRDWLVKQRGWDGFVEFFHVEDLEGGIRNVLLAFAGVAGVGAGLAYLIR
MEX-5 binding: C. elegans MEX-5 TCR-2 RNA binding activity | 300,000 tested, 0.38% active | Q9XUB2 | AID 1832 | MEX-5/FITC-TCR2 RNA binding, fluorescence polarization; stronger effect = lower value | activity score (negative = inhibition of binding), % at 10 µM;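 active = inhibition past about -25% in most replicates, and total fluorescence under double the plate's negative control median, limit read from the data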;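 also: 0% = DMSO and -100% = 5 µM competing unlabeled TCR2 RNA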
GLD-1 RNA inh: GLD-1-TGE RNA interaction inhibition (C. elegans) | 320,000 tested, 0.44% active | inhibition, % at 5.96 µM | Q17339 | purified GLD-1 + fluorescein TGE RNA, fluorescence polarization;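 active = percent inhibition above a per-plate cutoff, the plate mean of test compounds plus 3 SD, cut at about 30% in these data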;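 also: 0% = DMSO wells with GLD-1 and probe and 100% = wells lacking GLD-1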
Target sequence (Q17339 whole entry, looked up): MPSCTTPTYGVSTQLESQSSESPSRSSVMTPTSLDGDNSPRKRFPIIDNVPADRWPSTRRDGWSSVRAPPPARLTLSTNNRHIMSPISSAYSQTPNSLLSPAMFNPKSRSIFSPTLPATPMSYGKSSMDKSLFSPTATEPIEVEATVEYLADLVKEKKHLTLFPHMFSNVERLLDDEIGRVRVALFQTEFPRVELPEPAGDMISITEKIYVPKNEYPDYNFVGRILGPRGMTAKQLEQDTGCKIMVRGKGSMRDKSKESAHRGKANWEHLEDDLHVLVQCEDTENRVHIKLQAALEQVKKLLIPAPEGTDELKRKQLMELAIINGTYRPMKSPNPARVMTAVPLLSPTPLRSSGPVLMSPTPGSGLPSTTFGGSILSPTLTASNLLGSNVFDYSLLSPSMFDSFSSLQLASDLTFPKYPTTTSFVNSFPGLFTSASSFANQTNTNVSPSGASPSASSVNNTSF
EBNA-1 inhibitor: blocks EBNA-1 binding to DNA; 300,000 tested, 0.34% active; inhibition, % at 14.8 µM; AID 1950; EBNA-1 DNA binding, fluorescence polarization; in the data active = inhibition above about 28%
Yeast superoxide: lowers age-related superoxide in aged yeast cells. S. cerevisiae aged cells, superoxide DHE fluorescence; stronger effect = lower value. superoxide response (% of plate mean), % at 10 µM. 330,000 tested, 0.18% active. AID 2690;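 active = superoxide response under a set limit, about three screen SD below normal, cut at about 65% in these data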;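 also: yeast aged for seven days with compound at 30 °C before DHE staining; 100% = average MFI of all compound-treated wells on the plate with controls excluded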
BCLXL inh: Bcl-xL (human) inhibition; AID 2129; Q07817; inhibition, % at 10.9 µM; 320,000 tested, 0.7% active; GST-Bcl-xL / FITC-Bim BH3 peptide fluorescence polarization;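 active = inhibition above the mean of all tested compounds plus 3 SD, cutoff set per campaign, cut at about 30% in these data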;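 also: 0% = DMSO wells and 100% = unlabeled Bim-BH3 peptide competitor; inhibitors lower millipolarization by displacing the labeled peptide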
Target sequence (Q07817 whole entry, looked up): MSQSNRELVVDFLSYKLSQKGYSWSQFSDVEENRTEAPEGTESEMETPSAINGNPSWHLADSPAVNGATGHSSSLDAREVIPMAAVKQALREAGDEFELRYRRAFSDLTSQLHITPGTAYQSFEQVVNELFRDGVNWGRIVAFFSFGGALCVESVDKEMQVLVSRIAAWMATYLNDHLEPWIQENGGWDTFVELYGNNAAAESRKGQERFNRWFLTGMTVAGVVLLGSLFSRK
Active calls of the source: *; x = no result given.

mol	ZTA counter	MCL1-BIM inh	MEX-5 binding	Yeast superoxide	GLD-1 RNA inh	EBNA-1 inhibitor	BCLXL inh	Efflux pump mplx	Fam108B counter
O=C(O)c1ccc(OCCOc2ccccc2)cc1	-18.8	-5.6	-0.7	93.3	7.0	-12.7	2.7	-0.5	-3.8
COc1ccccc1N(CC(=O)Nc1ccc(C(F)(F)F)cc1)S(C)(=O)=O	-5.6	11.4	-0.7	101.5	-10.6	-6.2	5.1	0.0	2.5
CC(=O)c1cn(N2CCCCC2)c(=O)[nH]c1=O	-10.0	-6.8	2.1	103.5	2.7	-14.3	-1.6	0.3	2.5
Cc1ccc(C2(CC(=O)N3CCCC3)CCOC(C(C)C)C2)cc1 (configuration not stated)	-2.8	2.5	3.3	101.5	4.5	-3.7	2.9	0.1	-0.6
C#CC[N+]1(CC#Cc2ccccc2)CCCCC1	15.7	1.7	1.0	105.4	1.8	9.4	4.0	0.1	6.4
CSc1n[nH]c2nc3c(c(=O)n12)C1(CCCC1)Cc1ccccc1-3	-8.0	-3.2	0.8	98.0	-2.5	-6.6	-4.0	0.2	-1.6
Cc1c(C(=O)N/N=C/c2ccccc2)[nH]c2c([N+](=O)[O-])cccc12	-2.8	1.3	1.6	82.5	3.0	-3.8	5.6	0.1	-4.8
COc1cc(C(=O)N2CCC3(CC2)NCCc2[nH]cnc23)cc(OC)c1OC	0.1	1.3	-2.4	94.2	2.6	17.0	1.6	0.0	4.5
Cc1nn(C)c(C)c1C(=O)NN	8.2	-3.2	1.5	102.9	2.9	-7.4	-5.3	0.0	-1.8
Fc1ccc(C(c2nnnn2C2CCCC2)N2CCN(Cc3ccncc3)CC2)cc1 (configuration not stated)	6.9	3.7	-2.5	102.7	8.4	15.2	5.1	0.1	3.4
O=C(c1ccc(C(F)(F)F)cc1)c1c[nH]c(C(=O)NCCCn2ccnc2)c1	-14.6	2.4	0.4	104.9	2.0	-2.2	4.7	0.1	-1.9
O=C(N/N=C/C=C/c1ccccc1)c1ccccn1	6.5	-2.3	1.1	98.6	-1.3	-11.4	0.7	0.0	-0.5
CC/C(=N\NC(=S)NC(C)C)c1ccc(OC)c(OC)c1	9.9	6.4	-2.6	97.1	7.3	0.0	4.4	-0.3	-1.3
O=C(NC(=S)Nc1ccc(CN2CCOCC2)cc1)c1ccc([N+](=O)[O-])cc1Cl	9.3	13.5	1.4	124.2	-0.1	8.0	8.8	-0.3	0.4
O=C(Nc1cc(-c2nc3ncccc3o2)ccc1Cl)c1cccs1	4.1	9.7	-0.5	90.3	0.7	7.3	5.4	0.0	2.7
O=c1c(Cl)c(Cl)cnn1Cc1ccccc1Cl	34.2*	4.3	2.4	118.9	1.1	3.5	7.9	-0.2	2.9
CCn1c(=S)sc2c(=O)n(CC(=O)Nc3ccccc3)c(C)nc21	13.6	4.2	0.5	102.8	4.1	5.2	-0.4	-0.1	1.5
O=C(/C=C/c1cc(Br)ccc1F)Nc1cccnc1	-16.2	4.3	0.5	85.7	-9.7	-2.6	2.4	0.2	1.9
COCCn1c(=O)c2c(nc3n2CCCN3Cc2ccccc2)n(C)c1=O	21.6	3.8	-2.2	103.5	7.0	2.6	1.5	-0.1	0.8
CC(C)CC1C(C#N)=C(N)SC(N)=C1C#N	17.9	-70.4	2.3	92.9	-57.3	4.0	-22.6	-0.2	-10.4
COc1ccc2cc(-c3[nH]ncc3CN3CCCC3c3nonc3C)ccc2c1 (configuration not stated)	-1.8	-6.4	2.1	104.3	-2.7	-10.8	-2.1	0.3	1.7
CN(C(=O)COC(=O)c1n[nH]c2ccccc12)C1CCS(=O)(=O)C1 (configuration not stated)	1.3	-9.1	1.6	102.5	-0.1	-6.9	-2.2	0.0	-0.3
COc1ccc(-c2cc(C(=O)N3CCCCCC3)c3ccccc3n2)c(OC)c1	6.4	27.0	2.8	101.6	3.8	0.3	6.5	0.0	1.2
CC(=O)NC(Cc1cccc(F)c1)C(=O)NC1CCN(c2nnnn2-c2ccccc2)CC1 (configuration not stated)	5.3	-6.3	-2.3	87.0	5.3	1.6	-4.5	0.0	-1.6
COc1ccc(N2CCN(Cc3nnc(-c4ccccc4)o3)CC2)cc1	6.2	7.6	-2.4	84.9	9.2	2.5	1.5	0.0	3.3
COC(=O)c1sc(-c2ccc(C(C)(C)C)cc2)cc1NC(=O)CCC(=O)O	14.2	7.3	-1.7	110.4	4.0	-0.2	13.3	0.1	-13.5
COc1ccccc1NS(=O)(=O)c1ccc(C(=O)N2CCCC(C)C2)cc1 (configuration not stated)	10.1	4.5	-3.5	97.2	-3.0	2.6	5.7	0.9	2.5
CCOC(=O)N1CCN(C(=O)c2cc3c(ccc4ccccc43)oc2=O)CC1	6.8	6.8	-0.9	97.5	5.5	-8.2	7.7	0.1	1.4
Cc1cc(C)cc(C(=O)N(Cc2ccco2)c2c(N)n(Cc3ccccc3)c(=O)[nH]c2=O)c1	-5.2	0.6	x	96.4	8.1	x	1.1	-0.3	x
COC(=O)[C@@]1(Cc2ccc(F)cc2)[C@H]2c3cc(C(=O)N(C)C)n(Cc4nc5ccccc5[nH]4)c3C[C@H]2CN1C(=O)c1ccccc1	-7.8	-4.3	x	104.6	-7.5	0.3	-5.3	0.1	-3.1
COc1ccc(NCc2cccnc2)cc1	2.1	0.7	-2.9	101.0	5.1	-2.2	0.2	0.2	1.0
COc1ccc(C)cc1NC(=O)CN(C)S(=O)(=O)c1ccc2c(c1)CC(C)N2C(C)=O (configuration not stated)	3.6	-3.6	-0.1	108.1	4.4	2.4	2.5	0.0	-1.4
COc1cccc(N/C=C/C(=O)c2ccc(Cl)cc2)c1	-10.8	3.0	-0.6	74.6	5.9	1.1	8.2	-0.2	-4.6
N#Cc1ccccc1N1CCN(C(=O)c2ccc(NC(=O)c3ccc(Br)o3)cc2)CC1	-18.1	26.4	x	115.5	0.4	2.2	15.1	0.1	-4.7
COc1cc2ccccc2cc1C(=O)NC1CCCCC1	-8.8	3.0	x	117.5	-2.7	x	2.6	0.3	x
CCSc1nnc(-c2ccc(Cl)cc2Cl)o1	-14.9	-8.0	-2.1	85.7	9.1	-5.4	-3.9	0.2	-1.6
CC(C)(C)CC(=O)O/N=C(\N)c1ccncc1	5.3	-1.2	1.3	114.5	0.9	2.6	3.8	0.1	4.3
CCN1C(=O)CCCc2ccccc21	3.4	2.1	-0.1	86.4	7.9	-0.2	4.2	0.1	-0.7
Cc1c(Br)c([N+](=O)[O-])nn1CC(=O)Nc1sc2c(c1C(=O)OC(C)C)CCCC2	-4.4	5.0	1.9	98.7	-1.5	-3.3	-1.9	0.7	-2.3
Cn1cnc([N+](=O)[O-])c1NC(C)(C)C	-3.5	3.7	3.8	98.7	-0.4	-8.6	3.9	-0.1	2.4
CCOCCCNC(=O)c1ccc(OC)cc1	1.1	4.2	0.8	99.8	2.7	-4.8	0.3	0.1	-0.5
O=C(O)c1ccc(CSc2nnc(-c3ccncc3)n2CC2CCCO2)cc1 (configuration not stated)	-0.5	-2.5	0.2	124.5	-1.4	-0.3	3.5	0.1	1.7
CN1CCN(S(=O)(=O)c2ccc(C(=O)Nc3ccccc3)cc2)CC1	2.6	4.5	-4.2	120.1	4.9	2.6	2.8	-0.3	2.2
Cc1c(NC(=O)C2CC(c3ccc(F)cc3)=NO2)c(=O)n(-c2ccccc2)n1C (configuration not stated)	-1.8	1.8	0.7	101.1	-9.0	1.4	1.2	0.0	-1.9
O=C(CNC(=O)c1ccc(Br)o1)NNC(=O)c1ccccc1O	2.6	16.9	-7.0	121.5	5.5	-16.0	8.2	0.1	-2.8
COCCCn1c(SCC(=O)NC2CCCC2)nnc1-c1ccncc1	-13.0	2.1	-0.3	108.3	5.3	-2.8	2.0	0.0	-1.0
Cc1csc(=O)n1CC(=O)OCC(=O)NCc1ccccc1	13.7	-7.3	-4.8	104.8	8.6	8.5	-6.2	-0.2	-1.1
Cc1ccc(NS(=O)(=O)c2ccc(C(=O)OCC(=O)N3CCCCC3)cc2)cc1	-7.0	-5.6	x	101.7	3.4	x	-2.0	0.1	x
COc1cc(OC)cc(C(=O)NC(=S)NNC(=O)c2cnccn2)c1	11.1	10.3	-2.0	109.9	4.4	8.4	12.2	-0.7	-0.1
COc1ccc(N(CC(=O)Nc2cccc3ccccc23)S(C)(=O)=O)c(OC)c1	17.7	6.6	-0.8	102.5	-0.8	-4.0	1.7	-0.1	-1.0
O=C(NCC1CCN(Cc2ccc(F)cc2)CC1)Nc1cc(F)ccc1F	2.6	-2.6	-0.4	112.5	-0.5	-14.1	-1.8	0.1	1.8
COc1ccc(OC)c(S(=O)(=O)NCCOC23CC4CC(CC(C4)C2)C3)c1	-12.6	-5.8	-2.1	116.2	3.0	-9.0	-0.9	1.2	10.1
CN(Cc1ccc(-n2cccn2)cc1)Cc1nc(-c2cnccn2)no1	-11.1	-2.1	-0.3	93.4	11.6	-2.3	4.4	-0.1	-5.7
COc1ccc(NC(=S)N2CCCC2)c(OC)c1	7.2	1.6	1.6	96.3	0.4	-8.0	2.7	0.0	5.2
Cc1ccc(SC[C@H](Cc2ccccc2)N2CC[C@@H](NC(=O)OCc3ccccc3)CCC2=O)cc1	-20.8	-3.3	2.0	98.8	4.2	2.4	1.4	0.2	-1.8
CC(=O)c1ccc(C(=O)N2CCCC(C(=O)c3cc(F)ccc3F)C2)s1 (configuration not stated)	-4.4	-0.4	1.4	99.7	2.1	8.4	-0.3	-0.5	-1.4
COc1cc(C(=O)NCc2nnc(SCC(=O)N3CCC(C)CC3)o2)cc(OC)c1OC	15.2	-2.5	-1.2	100.5	2.1	11.1	-2.6	0.0	0.6
c1ccc(CCN2CN=C(Nc3nc4ccccc4s3)NC2)cc1	10.4	6.0	-1.1	102.3	0.7	0.2	3.5	-0.1	-0.2
Cc1noc(C)c1C(=O)OCC(=O)C12CC3CC(CC(C3)C1)C2	-1.0	-2.5	-0.1	87.1	0.4	0.8	0.8	-0.1	1.3
Cc1ccc(Oc2nc3ccccc3n3c(C)nnc23)cc1	-2.9	4.5	-1.7	92.1	5.8	-0.2	3.7	0.2	-0.1

Later entries:
mol	ZTA counter	MCL1-BIM inh	MEX-5 binding	Yeast superoxide	GLD-1 RNA inh	EBNA-1 inhibitor	BCLXL inh	Efflux pump mplx	Fam108B counter
O=C1N/C(=C/c2ccc(Br)cc2)C(O)=C1C=NCc1ccccc1	17.2	-4.9	-1.9	86.2	-0.1	11.1	-0.6	-0.1	-0.8
O=C(c1cc2nc(-c3cccs3)cc(C(F)(F)Cl)n2n1)N1CCCc2ccccc21	-0.8	11.2	-3.1	96.8	0.6	0.5	6.9	0.0	0.7
CC(=O)c1ccc(N2CCN(C(=O)c3n[nH]c4ccccc34)CC2)cc1	1.3	5.2	-2.6	89.9	0.2	0.3	0.3	-0.1	-2.4
O=C(O)CCCC(=O)Nc1ccc(N=Nc2ccccc2)cc1	-18.5	-4.1	-2.3	77.9	4.1	-10.0	3.6	-0.4	-2.0
CC1CCC2C(=O)N(c3ccc(C(=O)NCc4ccccc4)cc3)C(=O)C2C1 (configuration not stated)	2.0	12.8	-0.1	94.4	4.1	4.3	2.5	0.2	3.2
CCCSc1nc2c(cnn2-c2ccccc2)c(=O)n1N	-4.3	-14.7	0.1	101.8	-4.9	-2.0	-29.0	-0.1	-4.8
